NCI-60 one-dose screen, 48 h, at 10 µM unless noted. Numbers give growth in % (100 = growth as untreated, 0 = no growth, -100 = all killed).
A498 = A498 renal cancer cells; 76,000 compounds, 5.4% hits
KM12 = KM12 colon cancer cells | 82,000 compounds, 5% hits | AID 1794800
SNB-75 = SNB-75 CNS cancer. 79,000 compounds, 5% hits
COLO 205 = COLO 205 colon cancer; 79,000 compounds, 7.3% hits; AID 1794742
HCT-116 = HCT-116 colon cancer | 82,000 compounds, 7.3% hits | AID 1794798
HCC-2998 = HCC-2998 colon cancer; 79,000 compounds, 4.7% hits
HCT-15 = HCT-15 colon cancer | 82,000 compounds, 5.2% hits | AID 1794746
HT29 = HT29 colon cancer | 81,000 compounds, 7.4% hits | AID 1794748
SW-620 = SW-620 colon cancer; 82,000 compounds, 5.2% hits; AID 1794795
An asterisk follows results filed as active; / = not tested or not shown; & = joins results of further samples; [ ] = another dose, or the depositor's remark. Rule for the calls: active = growth percent below 10; inactive = the rest.

entry	structure	A498	KM12	SNB-75	COLO 205	HCT-116	HCC-2998	HCT-15	HT29	SW-620
1	Cc1sc2nc(COC(=O)c3cc(=O)c4ccccc4o3)[nH]c(=O)c2c1C	96	107	91	107	106	108	104	101	104
2	C=CCCCCCCCCC(C)=O	112	95	98	102	97	112	100	109	105
3	CCOC(=O)C(C#N)(CC)C(C)=C1CC1 (configuration not stated)	107	112	93	101	107	102	108	107	113
4	Cn1ncc2c(NCCO)ncnc21	87	108	100	106	100	112	102	104	97
5	Cc1c(C(N)=O)sc2c1c(=O)n(Cc1ccccc1)c1nnc(SCC(=O)N3NC(=O)CC3=O)n21	120	107	83	120	111	/	111	106	101
6	CC(=O)NNC(=S)/N=C\C(C(=O)c1ccccc1)=C(/O)c1ccccc1	105	99	86	108	97	102	99	94	110
7	CCc1nc2cc(C)c(C)cc2[nH]1	91	100	85	114	95	104	103	101	109
8	Cc1cc(-c2ccccc2)n2nc(N)nc2n1	84[3.58 µM]	102[3.58 µM]	99[3.58 µM]	109[3.58 µM]	110[3.58 µM]	113[3.58 µM]	100[3.58 µM]	101[3.58 µM]	100[3.58 µM]
9	C[C@H](c1nc2ccc(N)cc2[nH]1)[C@H]1CC[C@H]2[C@@H]3CCC4=CC(=O)CC[C@]4(C)[C@H]3CC[C@]12C	70	92	40	81	75	93	68	52	102
10	CN1CCN(C(=O)[C@]23CCC(C)(C)C[C@@H]2C2=CC[C@@H]4[C@@]5(C)Cc6c([nH]c7ccccc67)C(C)(C)[C@@H]5CC[C@@]4(C)[C@]2(C)CC3)CC1	97	76	57	/	71	99	82	71	96
11	CC(C(=O)O)c1ccc(-c2ccccc2)cc1 (configuration not stated)	74	105	105	/	103	102	113	100	110
12	CC(=O)Nc1cc(F)ccc1F	105	100	102	114	111	111	101	110	106
13	Cc1ccn2c(=S)[nH]nc2c1	85	110	101	113	107	120	107	107	104
14	COc1ccc2nc3c(c(NCCCN(C)C)c2c1)CCCC3	89	100	78	72	66	93	99	45	77
15	CN1CCN(C2=Nc3ccccc3Oc3ccc(Cl)cc32)CC1	81	102	60	97	92	116	103	88	96
16	COc1ccc(/C=N/S(=O)(=O)O)cc1OC	88	100	95	90	117	99	106	92	104
17	COc1ccc(-c2ccc(NNC(=O)c3ccc(F)cc3)nn2)cc1	75	105	97	111	97	109	102	104	100
18	Cc1ccc(N)c(S(=O)(=O)O)c1	118	101	76	106	98	96	103	96	101
19	CCCCCc1ccc(C)cc1OC(=O)CC	66	99	101	102	103	100	109	109	109
20	COc1ccc(C2=NN(C(C)=O)C(c3sc(N4CCOCC4)nc3Cl)C2)cc1 (configuration not stated)	83	103	93	114	99	81	101	97	103
21	CCN1C(=O)N(CC)C2C1NN=c1s/c(=C\c3cccc(F)c3)c(=O)n12 (configuration not stated)	-15*	11	6.6*	-5.5*	6.8*	19	16	10	28
22	C/C(=N/O)[C@H]1CC[C@H]2[C@@H]3CCC4=C/C(=N\O)CC[C@]4(C)[C@H]3[C@H](O)C[C@]12C	86	106	81	106	99	105	98	95	106
23	COc1ccc(/C(CSc2nc3[nH]c(=O)n(C)c(=O)c3[nH]2)=N\O)cc1	89	107	104	/	98	112	110	105	98
24	CNCCC(=O)c1ccccc1	93	96	83	106	97	101	107	105	96
25	CC(=O)C(=O)NCCCCCCCC(=O)Nc1ccccc1	99	107	105	109	102	111	103	111	107
26	COc1ccc(Cc2cnc(NC(=O)c3sc4ccccc4c3Cl)s2)cc1	21	17	9.6*	10	15	26	16	8.2*	25
27	OC(COc1ccc(Cl)cc1)CN1CCN(c2ccccc2Cl)CC1 (configuration not stated)	96	106	87	106	98	108	90	104	102
28	COc1ccc(Cc2nc3ccccc3s2)cc1OC	108	95	68	99	88	131	92	100	98
29	CN(C)c1ccc(-c2conc2-n2nc(-c3ccccc3)nc2-c2ccccc2)cc1	100	106	100	104	99	111	106	113	104
30	Nc1ncnc2c1ccn2-c1cccc(NC(=O)NS(=O)(=O)c2ccc(Cl)cc2)c1	90	117	108	109	107	103	97	109	101
31	CCCCCCCCCOC(=O)c1ccc(OC)cc1	103	98	100	115	85	106	107	73	98
32	COc1ccc(/C=N/N2CN(C(C)C(=O)O)B(N(CCO)CCO)N=C2N)cc1OC (configuration not stated)	101[100 µM]	99[100 µM]	80[100 µM]	108[100 µM]	104[100 µM]	102[100 µM]	105[100 µM]	97[100 µM]	98[100 µM]
33	COc1ccc(-c2nc3sc(-c4ccccc4)c(-c4ccccc4)n3c2/C=C/C(=O)c2ccccn2)cc1	96	84	29	76	67	91	61	35	91
34	CCn1c(-c2ccc3nc(-c4ccc([N+](=O)[O-])cc4)[nH]c3c2)n[nH]c1=S	98	102	86	109	104	108	100	111	101
35	O=C(CN1CCN(c2cc(=O)n(-c3ccccc3)c3ccccc23)CC1)N1CCCc2ccccc21	78	95	91	92	78	98	85	102	99
36	COC(=O)c1ccccc1NC1=C(Cl)C(=O)c2nc(C)ccc2C1=O	122	104	81	113	86	102	90	107	89
37	COc1c(/C(C)=N/N=c2sc(C(C)=O)nn2-c2ccc([N+](=O)[O-])cc2)c(Oc2ccccc2)c(OC)c2occc12	107	80	90	112	93	107	96	105	100
38	COc1cccc(-c2nc3occn3c2-c2ccnc(NCCNS(=O)(=O)c3ccc(Br)cc3)n2)c1	/	88	99	55	79	119	84	64	120
39	Cc1c(NC(=O)C(C)Sc2nc3sc4c(c3c(=O)n2-c2ccc(Cl)cc2)CCCC4)c(=O)n(-c2ccccc2)n1C (configuration not stated)	44	96	69	114	92	98	84	108	93
40	CCC1(CC)Oc2c(OC(C)=O)cccc2C(C)=C1c1ccc(OC)cc1	/	71	94	117	80	104	86	96	103

Reprinted at random: five compounds from above, in no set order.
entry	structure	A498	KM12	SNB-75	COLO 205	HCT-116	HCC-2998	HCT-15	HT29	SW-620
39	Cc1c(NC(=O)C(C)Sc2nc3sc4c(c3c(=O)n2-c2ccc(Cl)cc2)CCCC4)c(=O)n(-c2ccccc2)n1C (configuration not stated)	44	96	69	114	92	98	84	108	93
19	CCCCCc1ccc(C)cc1OC(=O)CC	66	99	101	102	103	100	109	109	109
31	CCCCCCCCCOC(=O)c1ccc(OC)cc1	103	98	100	115	85	106	107	73	98
14	COc1ccc2nc3c(c(NCCCN(C)C)c2c1)CCCC3	89	100	78	72	66	93	99	45	77
35	O=C(CN1CCN(c2cc(=O)n(-c3ccccc3)c3ccccc23)CC1)N1CCCc2ccccc21	78	95	91	92	78	98	85	102	99

(list continues)
entry	structure	A498	KM12	SNB-75	COLO 205	HCT-116	HCC-2998	HCT-15	HT29	SW-620
41	CC(C)c1nc2ccccc2n1CC(=O)N/N=C/c1ccc(OCc2ccccc2)cc1	101	97	95	110	82	102	99	96	96
42	O=C1C(c2nnc(-c3ccccc3)n2-c2cccc(Cl)c2)=C(O)c2ccccc21	70	94	100	111	91	106	92	105	96
43	O=C(CSCC(=O)Nc1ccc2ccccc2c1)NCc1ccco1	83	95	87	112	93	106	97	101	107
44	O=C(NCc1cccc(CNC(=O)Nc2nc3ccccc3[nH]2)c1)Nc1nc2ccccc2[nH]1	-31*	-42*	-42*	-2.3*	-82*	18	69	-46*	-42*
45	COc1ccccc1C(N)=O	92	109	105	121	108	101	109	103	100
46	CC12CC[C@@H]3[C@]4(C)COC(c5ccc(Br)cc5)O[C@@H]4CC[C@@]3(C)[C@@H]1CC(C1=CCOC1=O)O2 (some centres not stated)	55	79	77	78	50	81	77	71	83
47	C/C=C1/CN2CC[C@H]1C(=O)c1[nH]c3ccccc3c1C2	107	100	88	111	94	110	99	99	101
48	CCCCCCCCCCCCCCCCSC1CC(=O)N(c2ccc3c(c2)Cc2ccccc2-3)C1=O (configuration not stated)	118	103	93	105	97	106	108	103	105
49	CCN(CC)CC(O)C=O (configuration not stated)	113	112	85	113	109	117	100	114	110
50	Cc1cccc(N2CCN(c3ncnc4sc5c(c34)CCNC5)CC2)c1	24	87	62	82	85	97	92	88	73
51	Nc1nc(Nc2ccccc2O)nc(C(Cl)(Cl)Cl)n1	99	98	77	108	102	114	94	109	101
52	Nc1nc2c(c3cnccc13)C(c1cccc(Br)c1)Cc1cnccc1-2 (configuration not stated)	-11*	13	19	/	3.9*	35	7.1*	4.3*	26
53	N#Cc1c(N2CCOCC2)nc2sc3cc(Cl)ccc3n2c1=N	121	82	64	/	103	122	102	98	98
54	Cc1ccc(N2C3=C(CCCC3)C(=O)C2(C)C(=O)OCc2ccccc2)cc1C (configuration not stated)	103	83	89	101	84	96	87	100	91
55	Oc1c(CN2CCOCC2)cc(CN2CCOCC2)cc1CN1CCOCC1	83	105&107	105&83	110&106	102&99	104&102	102&110	100&103	99&112
56	N=C(N)c1ccc(-c2ccc(-c3ccc(Cl)cc3)s2)nc1	84	-75*	96	-72*	-82*	-78*	-78*	-38*	-84*
57	O=C1c2cccc3c(-c4ccc(-c5nc6c7ccccc7c7ccccc7c6[nH]5)cc4)ccc(c23)C(=O)N1CCN1CCNCC1	107	22	103	62	-12*	85	41	5.5*	25
58	OCCOc1ccc2ccccc2c1	115	102	89	106	92	99	99	99	104
59	CN(CC(O)c1ccccc1)c1ccccc1 (configuration not stated)	101	105	93	119	93	120	107	97	93
60	C=C(c1ccccc1)[N+](=O)[O-]	96	106	86	113	106	103	97	93	109
61	CCOC(=O)c1c(C)oc2ncnc(N3CCN(CC(=O)Nc4ccccc4)CC3)c12	/	105	84	112	105	102	106	105	89
62	O=c1c(N=Nc2ccc(Cl)cc2)c(O)n(-c2ccc(Cl)cc2)n1-c1ccc(Cl)cc1	60	49	88	/	69	92	64	76	86
63	CCCCC(CC)Cn1c(=O)cc(C)c2ccccc21 (configuration not stated)	86	103	84	121	76	90	96	98	96
64	O=S(=O)(O)CCCCCCc1ccccc1	82	/	85	106	94	98	88	111	102
65	CN1CCCCC1CCN1c2ccccc2Sc2ccc(Cl)cc21 (configuration not stated)	75	60	7.2*	59	31	61	49	31	73
66	C[C@H]1[C@H]2C3=CC[C@H]4[C@@](C)(CC[C@H]5C(C)(C)c6[nH]c7ccccc7c6C[C@]45C)[C@@H]3CC[C@@]2(C(=O)n2ccnc2)CC[C@@H]1C	/	89	99	90	60	110	96	79	101
67	Cc1ccc(C(=O)Sc2nc(-c3ccc(Cl)cc3)c(C#N)c(=O)[nH]2)cc1	96	95	75	110	99	102	93	107	102
68	COc1ccccc1NC(=S)/N=C/c1c(O)cc(C)oc1=O	102	108	84	102	96	104	102	110	96
69	O=C1NC(=O)C(=Cc2cc(-c3ccc(Cl)cc3)n(-c3ccccc3)n2)C(=O)N1	93	102	92	108	94	110	89	112	97
70	CS(=O)(=O)Nc1ccc(C(=O)NC(C(=O)NO)c2ccc(N3CCNCC3)cc2)cc1 (configuration not stated)	106	101	91	118	108	106	107	105	104
71	O=[N+]([O-])c1cc(F)cc(F)c1Nc1cc(F)cc(F)c1	101	105	84	110	95	100	103	95	104
72	COc1ccccc1C(=O)Nc1cccc(NC(=O)c2ccccn2)c1	100	105	94	121	98	112	101	98	112
73	CCCCCCCCCCCC(=O)N(C)C	84	105	80	115	98	103	96	108	99
74	CC(Oc1ccc(C(=O)NS(=O)(=O)C(C)(C)C)cc1C(F)(F)F)c1ccc(Oc2ccccc2)cc1 (configuration not stated)	115	97	126	125	100	109	101	118	113
75	CC(=O)OC[C@]12CC[C@@H](C)[C@H](C)[C@H]1[C@]13O[C@H](/C1=N\O)[C@@H]1[C@@]4(C)CCCNC(C)(C)[C@@H]4CC[C@@]1(C)[C@]3(C)CC2	87	88	91	97	55	97	65	61	96
76	COc1ccc2c(C3(c4cn(C)c5cc(OC)ccc45)C(=O)Nc4ccc(Br)cc43)cn(C)c2c1	97	83	78	105	73	103	98	94	101
77	Nc1[nH]nc2nc(CCl)n3c4ccccc4nc3c12	94	104	90	111	107	105	107	105	98
78	CO[C@]12C[C@@H](COC(=O)c3cncc(Br)c3)CN(C)[C@@H]1Cc1cn(C)c3cccc2c13	91	106	110	104	105	/	99	103	101
79	O=c1scc(-c2ccc(C(F)(F)F)cc2)s1	77	109	63	131	100	77	93	89	97
80	COc1cc(-c2conc2-c2ccccc2)c(OC)c2c1OCO2	103	88	68	107	93	96	97	96	104

Results in sequence from the list:
Compounds 71 to 79 in SW-620, in turn: 104, 112, 99, 113, 96, 101, 98, 101, 97
Compounds 71 to 79 in HCC-2998, in turn: 100, 112, 103, 109, 97, 103, 105, /, 77
Compounds 71 to 79 in KM12, in turn: 105, 105, 105, 97, 88, 83, 104, 106, 109

The results go on:
entry	structure	A498	KM12	SNB-75	COLO 205	HCT-116	HCC-2998	HCT-15	HT29	SW-620
81	Clc1ccc(C2c3ccccc3-c3nccn32)c(Cl)c1 (configuration not stated)	90	79	83	97	49	99	72	78	85
82	COc1cc([N+](=O)[O-])cc(OC)c1OC	80	108	92	127	113	107	107	96	105
83	CC(C)=CCC[C@](C)(O)[C@H]1CC[C@]2(C)[C@@H]1CC[C@@H]1[C@@]3(C)CCC(NC(=O)c4ccccc4C(=O)O)C(C)(C)[C@@H]3CC[C@]12C (some centres not stated)	103	88	90	-10*	87	96	88	76	91
84	O=C1NC(=S)N/C1=C\c1ccccc1O	96	108	97	109	103	105	99	97	112
85	COc1cc2nc(Cl)nc(Nc3cccc(C(=O)/C=C/c4ccc(Br)cc4)c3)c2cc1OC	85	78	77	101	16	104	44	68	15
86	COc1ccc2[nH]c(=O)c(CSc3cccc(N)c3)cc2c1	73	4.4*	83	2.8*	53	45	48	75	25
87	Cc1cc(OC(=O)CCl)ccc1C(C)(C)C	98	101	92	/	95	108	103	112	110
88	CCOC1=C(C#N)CC2(CC1)c1ccccc1-c1ccccc12	63	97	82	/	76	100	105	102	101
